# Assay outcomes as filed in PubChem.
# HRas wt GTP bind: modulators of GTP binding to HRas wildtype, primary screen, biochemical, bead-based flow cytometry, multiplex; GTPase HRas (Homo sapiens), P01112; GST-Ras wt beads, Bodipy-FL-GTP binding; actives lie on both sides; GTP binding activity, % at 10 µM; 0.14% of 190,000 active; AID 759, 2007;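 active = GTP binding activity at least 20% away from the 100% baseline, either lowered as inhibitor or raised as activator; inconclusive = flagged as likely green fluorescent, judged across all proteins in the well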;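 note: 0% = unlabeled GTP competition control and 100% = no-compound control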
# Target sequence (P01112 whole entry, looked up): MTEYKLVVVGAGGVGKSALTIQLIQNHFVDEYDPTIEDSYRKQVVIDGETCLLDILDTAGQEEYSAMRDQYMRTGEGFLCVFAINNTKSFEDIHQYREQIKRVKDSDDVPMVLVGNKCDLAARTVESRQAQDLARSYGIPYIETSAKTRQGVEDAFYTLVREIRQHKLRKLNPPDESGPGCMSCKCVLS
# Mcl1 Noxa PPI: Mcl-1/Noxa binding inhibitors, primary screen, biochemical, TR-FRET, 1536-well; inhibition, % at 21.7 µM; 1.5% of 220,000 active; AID 1022, 2008; Induced myeloid leukemia cell differentiation protein Mcl-1 (Homo sapiens), Q07820; TR-FRET Mcl-1/Noxa peptide binding, 2 h;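 active = compounds that cut the protein-peptide binding signal by more than 50% relative to plate controls in a single-dose test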;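 note: His-tagged Mcl-1 with rhodamine Noxa BH3 peptide and terbium anti-His antibody; 0% = Mcl-1 plus Noxa peptide wells and 100% = peptide-only wells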
# Target sequence (Q07820 whole entry, looked up): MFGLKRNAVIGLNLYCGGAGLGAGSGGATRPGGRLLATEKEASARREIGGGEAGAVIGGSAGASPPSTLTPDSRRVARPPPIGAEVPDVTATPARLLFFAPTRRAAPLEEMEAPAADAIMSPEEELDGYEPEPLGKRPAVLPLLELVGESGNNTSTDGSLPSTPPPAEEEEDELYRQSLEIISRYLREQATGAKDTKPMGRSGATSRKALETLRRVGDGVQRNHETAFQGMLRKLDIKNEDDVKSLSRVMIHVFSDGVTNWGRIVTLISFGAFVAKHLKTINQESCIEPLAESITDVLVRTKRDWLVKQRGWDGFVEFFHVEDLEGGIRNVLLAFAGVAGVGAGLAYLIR
# Mcl1-Bid inh: Mcl-1/Bid binding inhibitors, primary screen, biochemical, TR-FRET, 1536-well; Induced myeloid leukemia cell differentiation protein Mcl-1 (Homo sapiens), Q07820; AID 1021, 2008; TR-FRET Mcl-1/Bid-Dy647 peptide binding; 0.97% of 220,000 active; inhibition, % at 21.7 µM;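 active = compounds that cut the binding signal by more than half at the single screening dose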;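 note: His-tagged Mcl-1 with europium anti-His antibody binding Bid BH3 peptide; 0% = Mcl-1 plus peptide wells and 100% = peptide-only wells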
# Pf gamet viab: late stage P. falciparum gametocyte viability inhibitors, primary screen, ATP luminescence, HTS; P. falciparum stage V gametocytes, 24 h; 0.065% of 150,000 active; inhibition, % at 10.9 µM;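 active = inhibition above the mean plus 3 SD of compounds within the control limits, set per campaign, cut at about 38% in these data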;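 note: 0% = DMSO wells and 100% = medium only without gametocytes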
# Avidin bead fluor: green autofluorescence of compounds with avidin beads – biophysical, 488/530 nm, flow cytometry, artefact control, profiling panel; compound fluorescence 488/530 nm; hits give high values; fluorescence (KMESF) at 10 µM; 0.38% of 220,000 active; AID 1775, 2009; in the data active = fluorescence above about 47; note: inactives centre near 10
# Rab2A wt mod: modulators of GTP binding to Rab2A wildtype, primary screen, biochemical, dog, bead-based flow cytometry, multiplex. GST-Rab2 wt beads, Bodipy-GTP binding. Ras-related protein Rab-2A (Canis lupus familiaris), P61105. 0.19% of 190,000 active. AID 760, 2007. GTP binding activity, % at 10 µM;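 active = GTP binding activity at least 20 points away from 100%, either lowered or raised; inconclusive = signal likely due to the compound's own green fluorescence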;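 note: 0% = beads with excess unlabeled GTP and 100% = no-compound control corrected for plate trend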
# Bim-Mcl-1: inhibitors of Bim peptide binding to Mcl-1, primary screen, biochemical, bead-based flow cytometry, multiplex; Induced myeloid leukemia cell differentiation protein Mcl-1 (Homo sapiens), Q07820; AID 1009, 2008; Bim peptide-Mcl-1 binding; inhibition, % at 10 µM; 0.1% of 190,000 active; in the data active = inhibition above about 40%;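 note: 0% = no compound tracer wells and 100% = peptide blocker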
# Cdc42 wt: modulators of GTP binding to wildtype Cdc42, primary screen, biochemical, multiplex bead flow cytometry, Bodipy-GTP | Cell division control protein 42 homolog (Homo sapiens), P60953 | GST-Cdc42 beads; actives lie on both sides | percent activity (GTP binding), % at 10 µM | 0.2% of 190,000 active | AID 761, 2007;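 active = percent activity GTP binding at least 20 points away from the 100% baseline, either down as inhibitor or up as activator; inconclusive = compound flagged as likely green fluorescent from well-wide comparison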;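 note: median bead fluorescence of bound Bodipy-FL-GTP at 100 nM; 0% = excess unlabeled GTP control and 100% = no compound control; below 100% means less GTP binding so inhibitor and above means activator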
# Target sequence (P60953 whole entry, looked up): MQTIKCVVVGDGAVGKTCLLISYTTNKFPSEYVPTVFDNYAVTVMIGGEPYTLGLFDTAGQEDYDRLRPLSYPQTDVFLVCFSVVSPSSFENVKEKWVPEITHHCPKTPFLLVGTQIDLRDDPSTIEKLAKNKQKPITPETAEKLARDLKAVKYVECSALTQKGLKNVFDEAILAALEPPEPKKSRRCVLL
# Rab7 wt GTP bind: modulators of GTP binding to Rab7, primary screen, biochemical, wildtype, multiplex bead flow cytometry; Rab7 GTPase wild type (dog), Bodipy-FL-GTP binding; GST-Rab7 beads, fluorescent GTP binding; actives lie on both sides; untreated = 100%, excess cold GTP = 0%; GTP binding activity (percent of control), % at 10 µM; 0.055% of 190,000 active; AID 758, 2007;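 active = fluorescent GTP binding to Rab7 beads changed by at least 20 points from the 100% baseline, either direction, mostly lower; inconclusive = compound itself probably fluorescent, or too few beads counted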;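 note: median green fluorescence of bound Bodipy-FL-GTP per Rab7 bead population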
# Rac1 wt modul: wildtype Rac1 GTP binding modulators, primary screen, biochemical, GST-Rac1 beads, flow cytometry, multiplex; Ras-related C3 botulinum toxin substrate 1 (Homo sapiens), P63000; fluorescent GTP binding; actives lie on both sides; 0 = cold GTP competed, 100 = untreated; GTP binding activity (% of control), % at 10 µM; 0.27% of 190,000 active; AID 757, 2007;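 active = GTP binding activity at least 20 points away from the 100% control level, either lower or higher; inconclusive = compound flagged as likely green fluorescent, judged across all proteins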
# Rac1 act GTP bind: GTP binding modulators of activated mutant Rac1, primary screen, biochemical, bead-based flow cytometry, multiplex, fluorescent GTP. percent activity (GTP binding), % at 10 µM. 0.11% of 190,000 active. AID 764, 2007. GST-Rac1 activated beads; actives lie on both sides; 100% means binding = to untreated wells;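 active = GTP binding at least 20 percentage points away from the 100% baseline, in either direction, so actives lie on both sides; inconclusive = Compound likely fluorescent itself, or too few beads counted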
# An asterisk follows results filed as active; ? = inconclusive; nt = no result given.
No. | Structure | HRas wt GTP bind | Mcl1 Noxa PPI | Mcl1-Bid inh | Pf gamet viab | Avidin bead fluor | Rab2A wt mod | Bim-Mcl-1 | Cdc42 wt | Rab7 wt GTP bind | Rac1 wt modul | Rac1 act GTP bind
1 | CC(C)NC(=S)N/N=C1\CCCCc2ccccc21 | 98 | 13 | -16 | -21 | 13 | 96 | -7 | 100 | 101 | 99 | 97
2 | Cc1csc2c(=O)[nH]cnc12 | 98 | 8 | -3 | 7 | 11 | 98 | -7 | 99 | 99 | 100 | 97
3 | CSc1nc2ccc(S(N)(=O)=O)cc2s1 | 98 | 19 | 16 | -4 | 2 | 98 | -3 | 96 | 101 | 101 | 99
4 | O=C(CCNS(=O)(=O)c1ccc(Cl)cc1)NCc1ccccn1 | ? | -36 | -41 | nt | 12 | ? | 0 | ? | ? | ? | ?
5 | Cc1ccc(NC(=O)CSc2nnc(-c3ccccn3)n2C)cc1 | 100 | 14 | -13 | nt | 9 | 97 | 1 | 98 | 100 | 96 | 96
6 | O=C(NCC(c1cccnc1)N1CCN(c2ccc(F)cc2)CC1)c1ccccc1 (configuration not stated) | 99 | -11 | -21 | nt | 20 | 99 | 0 | 100 | 100 | 103 | 97
7 | CCOc1ccc(-n2c(SCc3nc(-c4cccs4)no3)nnc2-c2ccncc2)cc1 | 93 | nt | -14 | nt | 6 | 97 | 0 | 94 | 92 | 93 | 98
8 | Cc1cc(C)cc(N(CCC(=O)O)S(=O)(=O)c2ccc(Cl)cc2)c1 | 94 | 7 | 13 | -34 | 25 | 94 | 0 | 94 | 97 | 97 | 95
9 | Cc1ccc2[nH]c(=O)c(CN(CCCN(C)C)C(=O)Nc3cccc(Cl)c3)cc2c1 | 103 | -2 | 4 | nt | 30 | 104 | 0 | 105 | 100 | 110 | 104
10 | O=C(Nc1ccc(F)cc1)N1CCN(c2ccc3nnc(-c4ccc(F)cc4)n3n2)CC1 | ? | 10 | -6 | nt | 7 | ? | 0 | ? | ? | ? | ?
11 | NS(=O)(=O)c1ccc(CCNC(=S)NC2CCCC2)cc1 | 103 | 10 | -10 | 0 | 9 | 104 | 0 | 102 | 107 | 105 | 101
12 | O=C(Nc1ccc(S(=O)(=O)N2CCOCC2)cc1)c1ccc(CN2CCc3ccccc3C2)cc1 | 103 | -7 | -2 | nt | 12 | 101 | -3 | 104 | 99 | 106 | 101
13 | COC(=O)c1cc(COC(=O)c2ccc3ccccc3n2)oc1C | 99 | 18 | -20 | 1 | 18 | 99 | 36 | 102 | 98 | 101 | 98
14 | CCOc1cccc(C(=O)NC(=S)Nc2ccc3c(c2)OCCO3)c1 | 102 | 21 | -38 | nt | 13 | 99 | -3 | 103 | 106 | 103 | 102
15 | COc1cc(/C=N/NC(=S)NCCN2CCOCC2)cc(OC)c1O | 98 | 13 | -88 | -18 | 6 | 99 | -5 | 102 | 98 | 102 | 99
16 | Cc1ccc(OCCCN2C(=O)C(=O)c3cccc(C)c32)cc1 | 97 | 18 | -1 | nt | 11 | 99 | -2 | 96 | 100 | 94 | 94
17 | CC(=O)c1ccccc1OCCn1nnc(-c2ccc(C)cc2)n1 | 96 | -23 | 3 | -1 | 22 | 96 | -1 | 96 | 91 | 97 | 94
18 | Cc1csc2nc(CNS(=O)(=O)c3ccc4c(c3)OCCO4)cn12 | 103 | 16 | -6 | nt | 7 | 103 | -2 | 102 | 102 | 103 | 98
19 | O=S(=O)(N1CCCCCC1)N1CCN(S(=O)(=O)N2CCOCC2)CC1 | 98 | 10 | -33 | 21 | 11 | 99 | 0 | 98 | 96 | 96 | 96
20 | CC(C)Sc1nc2c(c(=O)[nH]c(=O)n2C)n1Cc1ccc(Cl)cc1 | 100 | 20 | -28 | nt | 14 | 100 | 1 | 101 | 104 | 101 | 98
21 | CCN=C1SC(C(=O)Nc2ccc(OC)cc2)CC(=O)N1CC (configuration not stated) | 99 | 64* | -19 | 0 | 3 | 100 | 0 | 102 | 99 | 101 | 97
22 | COc1ccc(C(=O)CSc2nn3c(=O)c(C(C)(C)C)nnc3s2)cc1 | 101 | -15 | -5 | nt | 34 | 99 | 0 | 102 | 101 | 103 | 100
23 | Cc1ccc(-n2c(C)c3c(C)nnc(C)c3c2C)cc1N | 96 | 13 | -15 | -11 | 9 | 95 | 0 | 105 | 96 | 99 | 101
24 | O=C(CN1CCN(Cc2ccccc2)CC1)Nc1cccc(C(F)(F)F)c1 | 99 | 9 | -22 | 22 | 15 | 99 | 0 | 97 | 102 | 99 | 94
25 | O=C(COC(=O)c1ccc(Cl)nc1)Nc1ccc(S(=O)(=O)N2CCCC2)cc1 | 101 | 26 | -7 | nt | 10 | 97 | -9 | 101 | 98 | 101 | 99
26 | CCCCOc1ccc(C(=O)N/C(=C\c2cccc([N+](=O)[O-])c2)C(=O)OCCC)cc1 | 98 | 2 | -27 | 1 | 12 | 97 | 0 | 96 | 97 | 96 | 92
27 | N#Cc1ccc(-c2csc(NC(=O)/C=C/c3cccs3)n2)cc1 | 99 | 13 | 28 | 10 | 8 | 102 | 0 | 97 | 98 | 102 | 102
28 | CN(CCN1CCc2ccccc2C1)Cc1nc(Cc2ccccc2F)no1 | 94 | -3 | -41 | 9 | 2 | 95 | 0 | 95 | 93 | 93 | 96
29 | CCOC(=O)c1c(C)c(C(=O)NCc2ccc3c(c2)OCO3)c(C)n1CC | 101 | 2 | -4 | 4 | 11 | 100 | -4 | 100 | 100 | 100 | 98
30 | O=C(CC1CCCCC1)NC1CCCC1 | 101 | 32 | -10 | 9 | nt | 98 | 0 | 101 | 96 | 104 | 98
31 | O=c1nc2s/c(=C\c3ccco3)c(=O)n2nc1Cc1ccc(F)cc1 | 102 | 65* | -31 | 1 | 13 | 101 | -2 | 103 | 100 | 101 | 98
32 | CCCCOc1ccccc1C(=O)NCCCC(=O)O | 107 | 7 | -19 | nt | 9 | 108 | 2 | 107 | 100 | 113 | 102
33 | Cc1ccccc1N(Cc1ccccc1F)S(C)(=O)=O | 106 | 8 | -15 | nt | 17 | 104 | 0 | 107 | 104 | 108 | 100
34 | CCOC(=O)c1cccc(NC(=O)C2(S(=O)(=O)c3ccc(Cl)cc3)CC2)c1 | 100 | -7 | -3 | -4 | 8 | 103 | -1 | 101 | 104 | 105 | 98
35 | CC[N+]1=CN(c2ccccc2)C(C)=CC1(C)C | 103 | 8 | -69 | -10 | 5 | 104 | 2 | 105 | 108 | 111 | 97
36 | Cc1csc2nc(CCNS(=O)(=O)c3cccs3)cn12 | 106 | 18 | -20 | nt | 8 | 105 | 0 | 105 | 106 | 109 | 102
37 | O=S(=O)(c1ccc(Br)cc1)n1c(Cc2ccccc2)nc2ccccc21 | 97 | 10 | 15 | -8 | 22 | 99 | -2 | 101 | 97 | 104 | 98
38 | Cn1nc(C(F)(F)F)c2cc(C(=O)Nc3ccc(F)cc3F)sc21 | 95 | 11 | 8 | nt | 24 | 94 | -4 | 93 | 94 | 95 | 94
39 | Cc1cc(NC(=O)c2cnn3c(C(F)(F)F)cc(-c4ccc(Br)cc4)nc23)no1 | 103 | 5 | -26 | nt | 12 | 99 | 0 | 105 | 99 | 108 | 98
40 | COc1ccc(S(=O)(=O)N2CCC(C(=O)NC3CC3)CC2)cc1Cl | 102 | -3 | -13 | 6 | 20 | 103 | -6 | 102 | 97 | 107 | 102
41 | O=C(Cn1nc(-c2ccc(Cl)cc2)ccc1=O)NCc1ccc2c(c1)OCO2 | 101 | -4 | -8 | nt | 7 | 100 | 1 | 100 | 101 | 104 | 102
42 | Cc1ccccc1-n1nnnc1SCc1cc(=O)n2ccsc2n1 | 100 | 8 | -11 | -29 | 9 | 101 | -2 | 94 | 109 | 100 | 98
43 | COc1ccccc1CNC(=O)C(CC(C)C)NC(=O)C1CCC(C)CC1 (configuration not stated) | 104 | 3 | -28 | 9 | 16 | 101 | 0 | 110 | 99 | 112 | 103
44 | O=C(Cn1cnc2ccccc21)Nc1ccc(F)c(F)c1 | 103 | 14 | -8 | 11 | 14 | 103 | -2 | 104 | 105 | 106 | 103
45 | O=C(NC1CCCC1)C(c1ccncc1)N(CCCN1CCOCC1)C(=O)c1ccc(-c2ccccc2)[nH]1 (configuration not stated) | 98 | -4 | -43 | 14 | 19 | 95 | 0 | 94 | 106 | 93 | 94
46 | CCN(CC)C(=O)CSc1nnc(-c2ccco2)o1 | 98 | 5 | -11 | nt | 24 | 98 | -3 | 99 | 95 | 101 | 95
47 | Cc1cc(NC(=O)c2ccccc2-c2ccccc2C(=O)O)no1 | 99 | 4 | -3 | 17 | 6 | 100 | 0 | 97 | 105 | 106 | 97
48 | CCOC(=O)c1c(C)n(CC)c2ccc(OC(=O)c3ccc([N+](=O)[O-])cc3)cc12 | 100 | 4 | 3 | 7 | 5 | 101 | -2 | 101 | 100 | 103 | 102
49 | O=C(NCc1ccc(C(=O)O)cc1)OCc1ccccc1 | 93 | 7 | -22 | -3 | 3 | 93 | 2 | 93 | 101 | 101 | 94
50 | O=C(Nc1nccs1)C1(S(=O)(=O)c2ccc(Cl)cc2)CC1 | 96 | 15 | -11 | nt | 11 | 96 | -6 | 94 | 98 | 97 | 96
51 | COc1ccc(C(=O)Nc2nc(-c3ccc(S(=O)(=O)N4CCOCC4)cc3)cs2)cc1 | 103 | -130 | -74 | -10 | 8 | 99 | -1 | 104 | 101 | 111 | 100
52 | O=S(=O)(c1ccc(Br)cc1)N1CCCN(Cc2ccccc2F)CC1 | 96 | -1 | -1 | -9 | 6 | 96 | -3 | 97 | 90 | 99 | 98
53 | CCOC(=O)C(c1ccccc1)N1CCN(c2ccc(OC)cc2)CC1 (configuration not stated) | 99 | -4 | -29 | nt | 33 | 101 | 1 | 100 | 103 | 102 | 100
